DT40 TDP1 CPT: qHTS for Inhibitors of human tyrosyl-DNA phosphodiesterase 1 (TDP1): qHTS in cells in presence of CPT; chicken DT40 Tdp1-/-;hTDP1 cells + 20 nM CPT, ATP luminescence, 48 h; Potency, µM (doses to about 46.2 µM), inactives show at the top dose activity change, negative = growth inhibition, usual class: inhibitors; hit rate 12% among 420,000; further: nearly all actives have a fitted effect of over 55% in size
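Chicken DT40 Tdp1-/- cells stably complemented with human TDP1 were seeded at 400 cells/well in medium containing 20 nM camptothecin, exposed to pin-transferred compounds, and grown at 37 °C for at least 48 hr. Viability was read as ATP luminescence.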
FEN1 inh: qHTS Assay for the Inhibitors of Human Flap endonuclease 1 (FEN1). P39748. Recombinant FEN1 flap cleavage, fluorescence, 15 min. Potency, µM (highest dose often 114 µM), for inactives: top-dose activity change, negative = inhibition, most hits filed as inhibitors. hit rate 0.35% among 390,000; further: nearly all actives have a fitted effect of over 65% in size
Target sequence (P39748 whole entry, looked up): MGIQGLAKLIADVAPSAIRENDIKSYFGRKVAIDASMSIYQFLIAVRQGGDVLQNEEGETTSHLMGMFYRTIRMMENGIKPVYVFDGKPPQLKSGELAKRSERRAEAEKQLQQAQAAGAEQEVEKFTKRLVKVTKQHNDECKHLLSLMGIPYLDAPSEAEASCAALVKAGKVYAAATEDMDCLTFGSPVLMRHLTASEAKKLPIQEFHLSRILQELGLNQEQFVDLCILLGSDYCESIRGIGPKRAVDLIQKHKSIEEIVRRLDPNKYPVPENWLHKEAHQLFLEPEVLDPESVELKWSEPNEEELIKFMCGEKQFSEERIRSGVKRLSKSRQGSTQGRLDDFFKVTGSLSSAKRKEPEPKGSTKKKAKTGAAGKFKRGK
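With each library titrated from low to high concentration, compounds met 10 nM FEN1 for 15 min at room temperature before 50 nM substrate was added; readings at 0 and 15 min fed four-parameter Hill curve fits.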
KAT2A inh: qHTS Assay for Inhibitors of GCN5L2. AID 504327, 2011. Potency, µM (doses to about 58.9 µM), for the others: at the top dose activity change, negative = inhibition, actives largely listed as inhibitors. Histone acetyltransferase KAT2A (Homo sapiens), Q92830. hit rate 0.21% among 390,000. GCN5L2 HAT assay, ThioGlo1 CoA-SH fluorescence
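qHTS, 1536-well. 20nM enzyme, pH 7.5 HEPES/EDTA/Tween-20 buffer; 15 min compound preinc., RT. Start: 75uM H3(1-25), 70uM AcCoA, 50uM ThioGlo1. Read Ex340/Em540 at t=0 (autofluorescence flag) and t=20 min.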
The depositor's hits bear a star; ? = inconclusive; . = no result given; & = joins results of further samples; [ ] = remark or other dose. The call rests on the fitted dose curve; in most records, active means well fitted curve in the direction sought with a large enough effect; inconclusive means small, poorly fitted or top-dose-only effect, or another doubt; inactive means no such curve, though single readings can be large; an effect the other way counts as inactive or inconclusive. On the % scale 0 is the no-effect control and ±100 the full control effect; potency means the concentration at half of the fitted maximal effect. The list is partial (hit frequency here may not be typical).

The line under a structure holds: DT40 TDP1 CPT | FEN1 inh | KAT2A inh
- Cc1c(F)cccc1NS(=O)(=O)c1ccc2c(c1)n(C)c(=O)c(=O)n2C
    -8% | 3% | -3%
- CCN1C(=O)/C(=C\c2ccncc2)SC1=Nc1ccc(C)c(C)c1
    ? | -8% | -6%
- Cc1ccc(NC(=O)Nc2ccc3c(c2)CCC3)cc1C
    12% | 22% | -23%
- COc1ccc(N2C(=O)CC(Sc3nc(C)cc(C)c3C#N)C2=O)cc1 (stereo unspecified)
    -2% | -16% | -1%
- O=C(NC1=NCCS1)c1nc(-c2ccccc2)n(-c2ccccc2)n1
    -12% | 11% | 0%
- CCC(CC)c1nnc(NC(=O)CCc2ccccc2)s1
    9% | -10% | -4%
- O=C(CCC(=O)c1ccc(F)cc1)Nc1ccccc1Cl
    -18% | -2% | -2%
- COc1ccc(S(=O)(=O)Nc2ccc(CC#N)cc2)cc1
    -16% | -1% | -3%
- Clc1ccc(Cc2ccccc2)nn1
    2% | -3% | -10%
- CN(Cc1ccccc1)C(=O)c1ncn(C)c1C(=O)N(C)Cc1ccccc1
    -12% | -3% | ?
- COc1ccc(NC(=S)NCCc2c[nH]c3ccc(OC)cc23)c(OC)c1
    ? | -1% | 2%
- CCOc1ccc(N2C(=O)C3CCCN3C2=O)cc1 (stereo unspecified)
    3% | 5% | -1%
- CCCNC(=O)C1CCC(Cn2c(=O)c3sccc3n(CC(=O)N3CCCC3)c2=O)CC1 (stereo unspecified)
    0% | 18% | -11%
- CCCCOC(=O)c1ccccc1N1C(=O)C2C3CCC(C3)C2C1=O (stereo unspecified)
    -13% | -3% | -2%
- COc1cc(OC)c(/C=C/c2cc3c4ccccc4ccc3[n+](C)c2)c(OC)c1
    -117% | ? | .
- CCCNC(=O)NNC(=O)c1ccc(F)cc1
    ? | 12% | -2%
- CC1(OC(=O)CCc2ccccc2)C(=O)C=C2C=C(c3ccc(C#N)cc3)N(CCc3c[nH]c4ccccc34)C=C2C1=O (stereo unspecified)
    ? | -21% | -3%
- Cc1cc(C)nc(CCNC(=O)c2cc(COc3c(F)cccc3F)on2)n1
    0% | 10% | -6%
- O=C(O)c1ccc(NC(=O)C2CCCCC2)cc1
    -2% | -2% | 0%
- CC(Nc1ccccc1)c1cc(Cl)ccc1O (stereo unspecified)
    0% | -5% | -4%
- COC(=O)c1ccccc1N(C)S(=O)(=O)c1cc2c(cc1C)OCC(=O)N2
    ? | -4% | 3%
- O=C(O)CCC(=O)Nc1sc2c(c1C(=O)NCc1ccccc1)CCCC2
    2% | -3% | -5%
- Cc1nnc(Sc2c(-c3ccccc3)c3ccc(Cl)cc3[nH]c2=O)s1
    -22% | -16% | ?
- COc1cccc(CN(C)C(=O)c2ccc(S(=O)(=O)N3CCCC3)cc2)c1OC
    ? | -9% | -10%
- O=C(NCCc1ccc(Cl)cc1)C1CCC(=O)N(C2CCCCCC2)C1 (stereo unspecified)
    -29% | 3% | -3%
- Cc1ccc2c(=O)c(C(=O)c3cccc(Cl)c3)cn(CC(=O)NCc3ccc(F)cc3)c2n1
    -21% | 19% | -4%
- O=C(Nc1ccc(-c2nnc(-c3ccccc3)o2)cc1)c1ccc(Br)o1
    -29% | -8% | .
- Cc1ccc(S(=O)(=O)NN=C2C(=O)C3CCC2C3Cl)cc1 (stereo unspecified)
    6% | 7% | .
- N#C/C(=C/c1cccc(O)c1)C(=O)NCc1ccc(Cl)cc1
    ? | -19% | -10%
- CN1C(=O)/C(=C/c2ccc(OC(=O)c3ccco3)cc2)SC1=S
    ? | -1% | 1%
- O=C(Cc1cccs1)Nc1cccc(C(=O)Nc2ccc(C(=O)O)cc2)c1
    4% | 8% | 1%
- Cc1ccccc1NC(=O)CC(C)S(=O)(=O)c1ccc2c(c1)NC(=O)CO2 (stereo unspecified)
    -14% | 14% | -4%
- Cc1c(N(C)CS(=O)(=O)O)c(=O)n(-c2ccccc2)n1C
    3% | -16% | 23%
- CCOC(=O)C1=CN(Cc2cccc(F)c2)S(=O)(=O)N(C)C1CCc1ccccc1 (stereo unspecified)
    ? | -20% | -9%
- COc1ccc(CNC(=O)CN(c2ccccc2OC)S(=O)(=O)c2cccs2)cc1
    16µM* | 12% | -4%
- CC1c2cc3c(cc2CCN1CC(=O)Nc1ccccc1)OCCCO3 (stereo unspecified)
    15µM* | 12% | -16%
- CC1CN(C(=O)Nc2ccc(C(=O)NCCc3ccccc3)cc2)c2ccccc2S1 (stereo unspecified)
    ? | 17% | 1%
- Cc1ccc(C(OC(=O)c2ccco2)C(=O)NC2CCCCC2)cc1 (stereo unspecified)
    1% | -10% | -3%
- COc1ccc2cc(CCNC(=O)c3c(-c4ccccc4Cl)noc3C)c(=O)[nH]c2c1
    -41% | 16% | ?
- COc1ccc2[nH]c(C(O)(Cc3cccnc3)Cc3cccnc3)cc2c1
    -19% | 0% | -6%
- CCc1ccc(CN2C(=O)c3ccccc3C2C(=O)NC2CCCCCC2)cc1 (stereo unspecified)
    0% | 3% | 3%
- O=C(c1ccccc1)c1ccc2nc(N3CCN(C(=O)c4ccco4)CC3)c3nncn3c2c1
    23µM* | -4% | -8%
- Cc1ccc(-c2nnc(SCC(=O)N3CCCC3)o2)cc1
    -13% | 7% | -7%
- O=S(=O)(Nc1ccccc1F)c1ccc2nsnc2c1
    -1% | -3% | -16%
- O=C1c2c(Cl)c(Cl)c(Cl)c(Cl)c2C(=O)N1c1nccs1
    ? | 4% | .
- CN(C)c1ccc(N2[C@@H](CC(=O)O)c3cc(C(F)(F)F)ccc3S2(=O)=O)cc1
    ? | -2%&-4% | .
- COc1ccc(CCN(Cc2cccs2)S(=O)(=O)c2ccc(S(=O)(=O)N(C)C3CCCCC3)cc2)cc1OC
    ? | 8% | -5%
- Cc1ccc(NC(=O)Cc2cc(C(=O)O)c3ccccc3n2)c(C)c1
    15µM* | -13% | -4%
- COc1ccc(CN(C(=O)c2cc(=O)c3ccccc3o2)C2CCS(=O)(=O)C2)cc1 (stereo unspecified)
    -2% | -3% | -6%
- CCOC(=O)c1c(N/N=C/c2cccnc2)n[nH]c1C
    13µM* | -17% | -4%
- CCOc1ccc(Cl)cc1CNCCNCCO
    ? | 5% | -8%
- Cc1nnc(SCC2=C(C(=O)O)N3C(=O)C(NC(=O)Cc4ccccc4)C3SC2)s1 (stereo unspecified)
    -3% | -13% | -6%
- O=C(Nc1ccccc1C(=O)O)c1cc(S(=O)(=O)NCc2ccccc2)ccc1Cl
    ? | 14% | 1%
- O=[N+]([O-])c1ccc(NC2CCCCC2)nc1
    -22% | 0% | .
- COCCOC(=O)C1=C(C)NC(=O)NC1c1cccc(F)c1 (stereo unspecified)
    22% | -6% | -12%
- CC(=O)Nc1ccccc1NC(=O)c1ccccc1
    -8% | 21% | 1%
- CSc1ncccc1C(=O)Nc1nc2ccc(Oc3ccccc3)cc2s1
    21µM* | -4% | 0%
- Cc1ccc(C)c(NC(=S)NCC(c2cccnc2)N2CCOCC2)c1 (stereo unspecified)
    -21% | 17% | 12%
- COc1ccc(Nc2nc(N)c([N+](=O)[O-])c(NCc3ccccc3)n2)cc1
    ? | -6% | -7%
- CCc1ccccc1-n1cnc2cc(C(=O)NC3CCCCCC3)ccc21
    ? | -17% | 1%

Carrying on.
The line under a structure holds: DT40 TDP1 CPT | FEN1 inh | KAT2A inh
- CCOC(=O)c1ccc(CN(Cc2ccc(F)cc2)S(=O)(=O)c2ccc(F)c(C(=O)Nc3cc(Cl)ccc3OC)c2)cc1
    6% | -6% | 1%
- Cc1ccc(CNc2c(C)c(C)nc3nncn23)cc1
    4.1µM* | 18% | 1%
- Cc1nn(CC(=O)Nc2cccc(S(N)(=O)=O)c2)c(C)c1[N+](=O)[O-]
    2% | -13% | -6%
- COC(=O)C(N)CS (stereo unspecified)
    7% | . | -24%
- O=C(NC1CCCc2ccccc21)c1ccc(S(=O)(=O)N2CCOCC2)cc1 (stereo unspecified)
    4% | -9% | -2%
- Cc1c(NC(=O)c2cccnc2Cl)c(=O)n(-c2ccccc2)n1C
    33%[activator] | 0% | -23%
- O=C(NC(=S)N(CC1CCC1)CC1CCCO1)c1cccc([N+](=O)[O-])c1 (stereo unspecified)
    ? | 2% | -3%
- CCOc1ccccc1NC(=O)/C=C/C(N)=O
    4.1µM* | -3% | 2%
- COc1cccc(-c2nc3ccc(C(=O)NC(C)Cc4cccnc4)cc3o2)c1 (stereo unspecified)
    9.2µM* | -16% | 2%
- COC(=O)c1ccc(OCCOCCOc2cccc3ccc(C)nc23)cc1
    ? | 1% | -10%
- Clc1ccc(-c2nnc(-c3ccccc3)o2)c(Cl)c1
    -11% | 1% | -4%
- CCCCC(=O)N(c1ccc(OCC)cc1)C1C=CS(=O)(=O)C1 (stereo unspecified)
    -9% | -5% | 0%
- COC(=O)CNC(=O)c1sc2ncn(CC(=O)Nc3ccc(C)c(Cl)c3)c(=O)c2c1C
    ? | 12% | -1%
- COc1ccc(-c2cn3c(n2)sc2cc(C(=O)NCCC4=CCCCC4)ccc23)cc1
    ? | -2% | -4%
- CS(=O)(=O)c1ccc(N2CCN(C3CC(=O)NC3=O)CC2)cc1 (stereo unspecified)
    -12% | -6% | -9%
- CCOC(=O)c1ccccc1NC(=O)COC(=O)c1c(CC)noc1C
    -11% | -7% | -18%
- CCCC(=O)Nc1sc2c(c1C#N)CCCC2
    -5% | 3% | 1%
- O=C(c1cnccn1)N1CCC2(CC1)CCN(c1ccccc1)CC2
    18% | . | -2%
- O=c1[nH]c(=O)c2[nH]c(=S)[nH]c2[nH]1
    -25% | ? | .
- CC1CCN(C(=O)COC(=O)c2n[nH]c(=O)c3ccccc23)CC1
    -2% | -14% | 3%
- Cc1cc(C)c(CN2CCN(CCCn3ccc(NC(=O)OCc4ccccc4)nc3=O)CC2)c(C)c1
    18µM* | -21% | .
- O=C1CCC(C(=O)N2CCC(CCO)CC2)CN1Cc1ccc(Cl)cc1 (stereo unspecified)
    3% | 10% | 1%
- N#C/C=C\Oc1ccc(Cl)cc1N
    -29% | -3% | -5%
- COc1ccc(/C=C/C(=O)ONC2=NCCCCC2)cc1OC
    23µM* | 3% | -17%
- COc1ccc(-n2c(=O)c(-c3cc(F)cc(F)c3)nc3cnc(N4CCOCC4)nc32)cc1
    12% | . | -5%
- CC(C)c1ccc(-c2c(C#N)c(N)nc(SCC(=O)N3CCCCCC3)c2C#N)cc1
    -16% | -4% | -2%
- CN(C1CCS(=O)(=O)C1)S(=O)C12CC3CC(CC(C3)C1)C2 (stereo unspecified)
    -13% | 1% | 0%
- CCc1c(C)nc2c(C#N)c(C)[nH]n2c1=O
    -15% | 0% | -12%
- Cc1ccc(/C=C/C(=O)NC(=S)Nc2ccccc2C(=O)NC2CCCCC2)cc1
    13µM* | -1% | -8%
- COc1ccccc1CNC(=O)COn1nnc2ccc(S(=O)(=O)N3CCOCC3)cc21
    -24% | -5% | 2%
- COC(=O)c1[nH]c2ccccc2c1NC(=O)CN1CCCCCC1
    ? | -17% | -5%
- O=C(Cc1c(F)cccc1Cl)N(Cc1ccccc1)c1ccccn1
    ? | -19% | -11%
- Cc1cc(C(=O)N/N=C/c2c(C)nn(-c3ccccc3)c2C)c(C)o1
    6% | -16% | 1%
- COc1ccc2c(c1)CCc1c(C(=O)N3CCOCC3)noc1-2
    -27% | -1% | -8%
- OCCNNC(=S)NC1CC2C=CC1C2 (stereo unspecified)
    -1% | -6% | -3%
- CCOC(=O)/C=C1/N(C)c2ccccc2C1(C)C
    6% | 3% | -7%
- COc1ccc(OCc2nnc(SCC(=O)NCC3CCCO3)n2N)cc1 (stereo unspecified)
    -10% | 2% | -5%
- COc1ccc(C(=O)Nc2ccccc2-c2nc3ccccc3s2)cc1OC
    ? | 1% | -6%

Six compounds drawn at random from those above:
The line under a structure holds: DT40 TDP1 CPT | FEN1 inh | KAT2A inh
- COc1ccc2c(c1)CCc1c(C(=O)N3CCOCC3)noc1-2
    -27% | -1% | -8%
- COC(=O)c1[nH]c2ccccc2c1NC(=O)CN1CCCCCC1
    ? | -17% | -5%
- CCOC(=O)/C=C1/N(C)c2ccccc2C1(C)C
    6% | 3% | -7%
- OCCNNC(=S)NC1CC2C=CC1C2 (stereo unspecified)
    -1% | -6% | -3%
- COc1ccc(OCc2nnc(SCC(=O)NCC3CCCO3)n2N)cc1 (stereo unspecified)
    -10% | 2% | -5%
- O=C(Cc1c(F)cccc1Cl)N(Cc1ccccc1)c1ccccn1
    ? | -19% | -11%

Bioassay records (PubChem BioAssay)
